Screening results as filed in PubChem.
SMN2 splice enh: qHTS Assay for Enhancers of SMN2 Splice Variant Expression | Potency, µM (highest dose often 46.1 µM), for the others: at the top dose activity change, positive = activation, actives largely listed as activators | HEK293 SMN2-luciferase splicing reporter, luminescence, 30-36 h | AID 1458, 2008 | 210,000 compounds, 2.8% hits; note: % of control where 0% means no effect; nearly all actives have a fitted effect of over 55% in size
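HEK293 cells carry an SMN2 […]–luciferase reporter in which exon 7 inclusion puts luciferase in frame. Cells were plated 10-12 h before compound addition, then incubated 30-36 h at 37C. ONE-Glo luminescence was read; sodium butyrate at 4.5 mM final served as control.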
LMNA splice mod: qHTS Assay for Modulators of Lamin A Splicing | HeLa LMNA splicing GFP/RFP minigene ratio, 48 h | Potency, µM (series often up to 46.1 µM), inactives show at the highest dose ratio change, negative = inhibition, hits mostly inhibitors | 200,000 compounds, 0.01% hits | AID 1487, 2009; active = well fitted inhibition curve with a large enough effect in the signal ratio, with a control signal flat, not every such curve was filed as active; inconclusive = small, poorly fitted or top-dose-only effect, or effect the other way, or a change in a side signal; the % refers to the signal ratio; note: % is set by controls: 0 for no effect and ±100 for the full control effect
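S3 HeLa stable clones carrying a lamin A-EGFP splicing minigene plus DsRed2 were seeded at 600 cells/well in Opti-MEM with 2% FBS, pin-dosed and incubated 48 h at 37°C. Acumen cytometry (488 nm) gave the GFP/RFP total-intensity ratio.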
L3MBTL1 block: qHTS Assay for the Inhibitors of L3MBTL1 | Lethal(3)malignant brain tumor-like protein 1 (Homo sapiens), Q9Y468 | AlphaScreen L3MBTL1–H3K9me1 peptide binding | Potency, µM (top dose mostly 57.1 µM), for inactives: at the top dose activity, negative = inhibition, actives largely listed as inhibitors | 230,000 compounds, 0.66% hits; note: % is set by controls: 0 for no effect and ±100 for the full control effect; nearly all actives have a fitted effect of over 60% in size
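Read-out is AlphaScreen signal from streptavidin donor and nickel chelate acceptor beads (10 ug/mL final each) bridging L3MBTL1 (50 nM) and biotinylated K9-monomethylated H3(1-15) peptide (75 nM), after 30 min compound exposure at room temperature.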
RECQ1 helicase: qHTS Assay for Inhibitors of RecQ-Like Dna Helicase 1 (RECQ1); ATP-dependent DNA helicase Q1 (Homo sapiens), P46063; RECQ1 DNA unwinding, red fluorescence kinetic read; Potency, µM (series often up to 57.3 µM), inactives show at the top dose activity, negative = inhibition, actives largely listed as inhibitors; 240,000 compounds, 0.54% hits;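 note: plate controls were vehicle for no effect and no enzyme for full effect; nearly all actives have a fitted effect of over 30% in size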
Target sequence (P46063 whole entry, looked up): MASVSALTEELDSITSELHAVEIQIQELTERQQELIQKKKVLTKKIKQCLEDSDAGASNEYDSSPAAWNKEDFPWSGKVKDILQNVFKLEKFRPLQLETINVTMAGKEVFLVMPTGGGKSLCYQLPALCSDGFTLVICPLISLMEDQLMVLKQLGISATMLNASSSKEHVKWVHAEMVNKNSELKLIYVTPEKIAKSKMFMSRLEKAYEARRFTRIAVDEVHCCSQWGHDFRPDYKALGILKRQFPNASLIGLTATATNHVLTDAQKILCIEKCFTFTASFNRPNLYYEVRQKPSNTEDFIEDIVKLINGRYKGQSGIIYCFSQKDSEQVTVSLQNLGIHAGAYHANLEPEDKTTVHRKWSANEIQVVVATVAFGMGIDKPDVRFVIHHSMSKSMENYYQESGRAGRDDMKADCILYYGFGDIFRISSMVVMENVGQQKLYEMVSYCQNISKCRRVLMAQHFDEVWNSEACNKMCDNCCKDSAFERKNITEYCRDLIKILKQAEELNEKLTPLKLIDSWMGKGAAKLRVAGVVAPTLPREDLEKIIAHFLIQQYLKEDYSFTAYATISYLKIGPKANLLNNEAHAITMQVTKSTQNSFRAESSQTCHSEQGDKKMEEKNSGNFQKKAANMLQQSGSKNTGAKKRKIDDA
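RECQ1T1 50 nM; forked duplex (20 bp + 30-nt ss tails) 200 nM, ATP 2 mM final; pH 8.0, 2 mM MgCl2, 2.5 ug/ml poly(dI-dC); 15 min compound preincubation; discontinuous kinetic read over 2 h at RT.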
ALDH1A1 block: qHTS Assay for Inhibitors of Aldehyde Dehydrogenase 1 (ALDH1A1); Aldehyde dehydrogenase 1A1 (Homo sapiens), P00352; Potency, µM (highest dose often 75.3 µM), for the others: at the highest dose activity, negative = inhibition, actives largely listed as inhibitors; Purified ALDH1A1, NADH fluorescence, propionaldehyde substrate; 220,000 compounds, 7.3% hits; AID 1030, 2008; active = well fitted inhibition curve with a large enough effect, not every such curve was filed as active; inconclusive = small, poorly fitted or top-dose-only effect, or another doubt; inactive = no such curve, though single readings can be large or run the other way;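 note: plate controls were no enzyme wells and a reference inhibitor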
Tau fibril ThT: qHTS for Inhibitors of Tau Fibril Formation, Thioflavin T Binding; 270,000 compounds, 2.1% hits; Microtubule-associated protein tau (Homo sapiens), P10636; Potency, µM (series often up to 57.4 µM), for the others: top-dose activity, negative = inhibition, most hits filed as inhibitors; AID 1460, 2008; recombinant tau K18 P301L (four-repeat tau fragment), heparin-induced fibrillization, ThT fluorescence; note: % is set by controls: 0 for no effect and ±100 for the full control effect; nearly all actives have a fitted effect of over 55% in size
Target sequence (P10636 561-689 P618L limits assumed): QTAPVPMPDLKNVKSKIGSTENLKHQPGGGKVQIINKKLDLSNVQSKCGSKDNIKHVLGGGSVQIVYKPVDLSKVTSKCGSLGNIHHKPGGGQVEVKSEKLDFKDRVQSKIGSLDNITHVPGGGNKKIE
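Tau K18 P301L fragment (15 uM unlabeled plus 0.24 uM Alexa 594-labeled) in 100 mM sodium acetate pH 7 with compound, fibrillization induced by 20 uM heparin for 6 hr at 37 C. Thioflavin T (30 uM) added, fluorescence read after 1 hr (ex 450, em 510 nm).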
JMJD2E inh: qHTS Assay for Inhibitors of Human Jumonji Domain Containing 2E (JMJD2E). Lysine-specific demethylase 4E (Homo sapiens), B2RXH2. JMJD2E catalytic domain, FDH-coupled NADH fluorescence (FDH is formaldehyde dehydrogenase). Potency, µM (doses to about 57.1 µM), for inactives: at the top dose activity change, negative = inhibition, most hits filed as inhibitors. 230,000 compounds, 1.6% hits. AID 2147, 2009; active = well fitted inhibition curve with a large enough effect, not every such curve was filed as active; inconclusive = small, poorly fitted or top-dose-only effect, or another doubt; inactive = no such curve, though single readings can be large or run the other way;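 note: 0% = wells with enzyme and -100% = buffer wells without enzyme; nearly all actives have a fitted effect of over 50% in size; many of its hits are not listed in these tables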
Target sequence (B2RXH2 1-337 limits assumed): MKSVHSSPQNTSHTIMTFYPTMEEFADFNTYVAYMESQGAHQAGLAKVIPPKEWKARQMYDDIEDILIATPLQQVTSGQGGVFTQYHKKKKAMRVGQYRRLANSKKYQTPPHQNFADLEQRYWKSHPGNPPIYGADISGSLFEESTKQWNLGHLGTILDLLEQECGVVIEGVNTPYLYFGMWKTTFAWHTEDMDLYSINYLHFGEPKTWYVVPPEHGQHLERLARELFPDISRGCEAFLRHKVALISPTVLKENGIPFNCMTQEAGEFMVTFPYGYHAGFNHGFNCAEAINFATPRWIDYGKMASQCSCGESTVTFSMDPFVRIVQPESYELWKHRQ
KinaseGlo FLuc: Counterscreen for Luciferase (Kinase-Glo TM) Inhibition | Potency, µM (highest dose often 38.3 µM), for inactives: at the highest dose activity change, negative = inhibition, hits mostly inhibitors | AID 1379, 2008 | 200,000 compounds, 0.28% hits | Luciferin 4-monooxygenase (Photuris pensylvanica), Q27757 | Kinase-Glo luciferase, ATP luminescence, 8 min; note: % is set by controls: 0 for no effect and ±100 for the full control effect; nearly all actives have a fitted effect of over 60% in size
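Light output from Kinase-Glo luciferase with luciferin and 10 uM ATP in 50 mM imidazole pH 7.2, KCl, MgCl2, Tween 20, BSA; compound pin-delivered, 8-min ambient incubation, then luminescence read.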
Active calls of the source: *; i = inactive; ? = inconclusive; . = not tested or not shown; [ ] = dose if it differs, or a comment. Unless noted, calls come from the whole dose curve; as a rule, active = well fitted curve in the direction sought with a large enough effect; inconclusive = small, poorly fitted or top-dose-only effect, or another doubt; inactive = no such curve, though single readings can be large; an effect the other way counts as inactive or inconclusive. Potency is the fitted concentration of half-maximal effect. A portion of the library; rates above refer to the full screens.

Order of values – SMN2 splice enh | LMNA splice mod | L3MBTL1 block | RECQ1 helicase | ALDH1A1 block | Tau fibril ThT | JMJD2E inh | KinaseGlo FLuc
CCn1c(=O)c(C(=O)NCCN2CCCCC2)c(O)c2ccccc21
 : -8% | ? | -6% | -3% | -3% | 5% | ? | -2%
Nc1ccc2oc(-c3ccc4nc[nH]c4c3)nc2c1
 : 13µM* | -26% | -18% | -2% | ? | 14µM* | ? | -16%
COc1cccc(N2CCN(Cc3nc4scc(-c5ccccc5)c4c(=O)[nH]3)CC2)c1
 : -14% | ? | -20% | -1% | -6% | ? | -14% | 1%
O=C(COC(=O)c1ccc(S(=O)(=O)NCc2ccco2)cc1)Nc1ccc(OC(F)F)cc1
 : 0% | 4% | . | 6% | -3% | -13% | 6% | -2%
O=C(Nc1ccc(F)c(F)c1)c1cnc(-c2ccccc2)nc1-c1ccccc1
 : -33%[inhibitor] | 5% | 40%[activator] | -4% | 12% | -3% | -4% | 0%
O=C(COc1ccccc1Cl)NCc1ccncc1
 : -24% | -4% | 2% | -4% | 7% | -10% | 0% | -6%
COC(=O)c1sc(C(F)(F)F)c(-c2ccccc2)c1S(=O)(=O)N(C)C
 : . | . | 7% | -10% | 1% | -6% | 0% | .
O=C(O)C(Cc1c[nH]c2ccccc12)NS(=O)(=O)c1ccccc1 (configuration not stated)
 : 20% | 2% | 9% | -8% | 18% | -4% | 17% | 0%
O=C(c1nn(-c2ccccc2)c(=O)c2ccccc12)N1CCN(c2ccccn2)CC1
 : -1% | 3% | 9% | -16% | 1% | -6% | -6% | 2%
COc1ccc(F)cc1C(=O)C1CCCN(Cc2cnc(N3CCCC3)s2)C1 (configuration not stated)
 : . | . | -20% | -1% | ? | -17% | -8% | 2%
CS(=O)(=O)NCCCNc1c(Cl)cccc1[N+](=O)[O-]
 : 5% | 0% | . | 9% | -5% | -16% | -2% | -3%
O=C(O)c1ccccc1S(=O)(=O)Cc1ccccc1
 : ? | 5% | -1% | 2% | -1% | -4% | 2% | 2%
Cc1cccc(C)c1NC(=O)CSc1nnnn1C
 : 17% | -2% | . | 0% | 11% | -6% | 2% | 0%
Cc1cc(-c2cc(N)n(-c3ccccc3)n2)c(C)n1C1CCCC1
 : 1% | 28% | -9% | -19% | -6% | ? | -7% | -2%
CCOc1cc(C)c(C(C)C)cc1S(=O)(=O)n1cnc(C)c1
 : -11% | . | -12% | i | ? | 5% | -1% | -1%
CCOc1cc(N2CCOCC2)c(OCC)cc1NC(=O)C1CCCC1
 : -9% | 13% | . | 7% | -11% | -8% | -4% | -3%
CCCNS(=O)(=O)c1ccc(CCC(=O)Nc2cc(Cl)ccc2Oc2ccccc2)cc1
 : -62%[inhibitor] | -21% | -19% | i | 12% | -7% | -14% | 2%
O=c1cc(-c2ccccc2)c2c([nH]1)CCCC2
 : 3% | 7% | -2% | 4% | 7% | -8% | -13% | -1%
COc1ccc(CCNC(=O)COc2nsnc2N2CCOCC2)cc1OC
 : -26% | 15% | 0% | -1% | 5% | -7% | 0% | -3%
O=C1CSC(c2ccncc2)N1Cc1ccco1 (configuration not stated)
 : -6% | 1% | 3% | -1% | ? | -10% | 2% | -1%
CCOc1ccc(CN2CCN(Cc3nc(C(C)C)cs3)CC2CCO)cc1 (configuration not stated)
 : . | . | -5% | -5% | 6% | -7% | 11% | 7%
CC(C)Cc1nc2ccc(N)cc2[nH]1
 : . | 1%[46 µM] | -11% | 5% | 5% | ? | 35µM* | -5%
Cc1ccc(C(=O)NCCc2nc3ccccc3[nH]2)cc1[N+](=O)[O-]
 : -23% | 2% | -6% | 0% | -5% | -19% | 6% | -1%
CC(C)(C)[C@@H]1C=C(C(=O)NCc2ccccc2)O[C@H](OCc2ccc(CO)cc2)C1
 : . | . | 9% | ? | 1% | -14% | -1% | .
COc1ccc(OC)c(N)c1
 : -7% | 1% | -18% | -6% | ? | ? | -5% | -1%
CCOc1[nH]n(-c2ccccc2)c(=O)c1C=Nc1ccc(F)cc1F
 : -12% | ? | -7% | 0% | 9% | -9% | 2% | 1%
CC(NC(=O)c1cc(S(=O)(=O)N(C)C)ccc1N1CCCC1)C1CC2CCC1C2 (configuration not stated)
 : -2% | 1%[46 µM] | -1% | -2% | 6% | 6% | 7% | -4%
CN(c1cccc(Cl)c1)S(=O)(=O)c1cccc(C(=O)NC2=NCCS2)c1
 : -3% | -3%[0.0737 µM] | 7% | -25% | -10% | 2% | 1% | 1%
CC(=O)c1cc(-c2ccccc2)n(CCC(=O)NC2CCC(C)CC2)c1C (configuration not stated)
 : -18% | 9% | -4% | -10% | ? | -1% | 4% | 3%
CN(C)C(=O)C12CCC(C)(c3nc4ccccc4nc31)C2(C)C (configuration not stated)
 : -19% | ? | -16% | 6% | -1% | 8% | 5% | -5%
CC(=O)Nc1ccc(C(=O)OCc2ccc(F)cc2)cc1
 : -7% | . | -22% | 7% | 4% | 5% | -4% | -2%
COc1cccc(CN(CC(=O)NC2CCCC2)C(=O)CCC(=O)Nc2cc(C)on2)c1
 : -2% | 4% | . | i | 1% | -12% | 7% | 0%
Cc1cc(NC(=O)C(C)SCC(=O)O)no1 (configuration not stated)
 : -12% | 4%[9.22 µM] | 13% | 10% | 2% | 0% | 6% | -1%
O=C(CC1Nc2ccccc2NC1=O)NCCc1ccccc1 (configuration not stated)
 : -8% | -12% | -10% | -3% | ? | -15% | ? | -4%
COc1ccc(C2NS(=O)(=O)N=C2N)cc1 (configuration not stated)
 : -24% | . | . | -1% | 9% | -4% | 2% | -3%
CCOc1ccc(Nc2cc(C)nc(N3CCOCC3)n2)cc1
 : -13% | 0% | -8% | i | 8% | -7% | 4% | -3%
Cc1cc(C)c2c(c1)OC(O)(C(F)F)CC2=O (configuration not stated)
 : -5% | 14% | 6% | -7% | 9% | -12% | -1% | -1%
COc1ccc(CCNC(=O)CC2SC(=NCc3ccccc3)NC2=O)cc1 (configuration not stated)
 : 5% | . | 9% | ? | 32µM* | 7% | 1% | -2%
Cc1nn(Cc2ccccc2)c(C)c1NC(=O)c1ccc([N+](=O)[O-])cc1[N+](=O)[O-]
 : 1% | ? | 5% | -14% | 3% | 0% | -3% | 0%
CC(C)(C)CC(C)(C)N=C1NS(=O)(=O)c2cc([N+](=O)[O-])ccc21
 : 1% | ? | -4% | i | ? | -5% | 16% | 2%
COC(=O)C(F)(Sc1c(C)n(C)n(-c2ccccc2)c1=O)C(F)(F)F (configuration not stated)
 : -24% | 2% | -1%[11.4 µM] | -12% | 1% | 2% | -4% | 0%
CN=C1SC(CC(=O)NCCc2ccc(OC)c(OC)c2)C(=O)N1C (configuration not stated)
 : -11% | 3% | 2% | -1% | ? | -5% | 3% | -2%
CC(C)(C)c1ccc(C(=O)C=[N+]=[N-])cc1
 : 28% | 0% | . | i | 6.3µM* | -10% | -2% | -3%
S=C(NCCc1ccccc1)N1CCN(C23CC4CC(CC(C4)C2)C3)CC1
 : -53%[inhibitor] | . | -8% | -2% | -8% | -15% | -11% | -2%
CCOC(=O)N1CCN(C(=O)CS(=O)(=O)c2cn(Cc3ccccc3Cl)c3ccccc23)CC1
 : -9% | ? | 7% | 0% | ? | -14% | 3% | 1%
Cc1ccc(S(=O)(=O)/N=C(/Nc2c(C)n(C)n(-c3ccccc3)c2=O)c2ccccc2)cc1
 : 4% | ? | 9% | -3% | 7% | 10% | 3% | 1%
COCc1cc(C)n(CC(=O)Nc2cc(C)cc(C)c2)c(=O)c1C#N
 : . | 5%[46 µM] | 2% | -9% | ? | -5% | ? | 0%
CCOC(=O)Cc1cc(-c2ccc(F)cc2)nc2ccc3ccccc3c12
 : 1%[1.84 µM] | -13% | -9% | -3% | -9% | 2% | -8% | -4%
CCCCCn1nc(-c2ccccc2)c2nc3ccccc3nc21
 : -17% | 6% | 11% | -9% | 13% | 6% | 14% | 0%
COc1ccc2[nH]c(=O)c(CN(Cc3ccco3)C(c3nnnn3Cc3ccccc3)C(C)C)cc2c1 (configuration not stated)
 : -22% | ? | . | -9% | ? | -20% | ? | 4%
CCCn1nnnc1SCC(=O)c1ccc2c(c1)OCCO2
 : 3% | 5% | 3% | -3% | 3.2µM* | -8% | -3% | -2%
COc1ccc(NC(C)=O)cc1S(=O)(=O)N1CCc2ccccc21
 : . | ? | 5% | -1% | -2% | -4% | -4% | -10%
COc1ccc2c(c1)CCc1c(C(=O)Nc3ccc(OC)c(OC)c3)noc1-2
 : -14% | 15% | -1% | -4% | -11% | ? | -19% | -8%
COC(=O)c1c(-c2c(Cl)cccc2Cl)noc1NC(=O)N(C)C
 : . | . | 2% | -5% | -1% | 0% | -7% | .
CCOc1cc(C2C(C(C)=O)=C(O)C(=O)N2CCc2c[nH]c3ccccc23)ccc1O (configuration not stated)
 : -9% | 0%[46 µM] | 0% | i | 7% | -2% | -1% | -2%
COc1cc(C(=O)OCC(=O)N2CCCC2)cc(OC)c1OC
 : ? | -8% | . | i | -2% | -3% | -4% | -5%
CCOC(=O)C1CCCN(Cc2ccccc2F)C1 (configuration not stated)
 : -12% | 4% | -6% | -6% | 11µM* | -7% | 1% | 1%
O=C(CSc1nnc(SCc2ccc(Cl)cc2)s1)N/N=C/c1ccccc1Cl
 : 16% | 6% | 5% | -7% | -5% | -14% | 6% | -2%
